Source: PubChem
Pin1 inhibitor: human Pin1 inhibition | Q13526 | Pin1 FP peptide displacement, HiFluor488, 10 min | Potency, µM (titrated, usually from 115 µM), for inactives: at the highest dose activity, negative = inhibition, actives largely listed as inhibitors | 0.009% of 390,000 active | AID 504891; active means well fitted inhibition curve with a large enough effect in the polarisation, with a control signal flat, not every such curve was filed as active; inconclusive means small, poorly fitted or top-dose-only effect, or effect the other way, or a change in a side signal; inactive means no such curve, though single readings can be large or run the other way; the % refers to the polarisation; further: potency means the concentration at half of the fitted maximal effect; on the % scale 0 is the no-effect control and ±100 the full control effect
ERG Ets-DNA blk: ERG Ets/DNA interaction inhibition; Potency, µM (top dose mostly 76.9 µM), for the others: at the highest dose FP activity, negative = inhibition, usual class: inhibitors; fluorescence polarization, His-ERG Ets domain / labelled DNA; 0.028% of 370,000 active; AID 624246; P11308; active means well fitted inhibition curve with a large enough effect in the polarisation, with a control signal flat; inconclusive means small, poorly fitted or top-dose-only effect, or effect the other way, or a change in a side signal; inactive means no such curve, though single readings can be large or run the other way; the % refers to the polarisation;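 further: polarization taken with two DNA probes labelled with fluorescein and Texas red; potency means the concentration at half of the fitted maximal effect; % of control where 0% means no effect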
Target sequence (P11308 whole entry, looked up, the tested form may be a part): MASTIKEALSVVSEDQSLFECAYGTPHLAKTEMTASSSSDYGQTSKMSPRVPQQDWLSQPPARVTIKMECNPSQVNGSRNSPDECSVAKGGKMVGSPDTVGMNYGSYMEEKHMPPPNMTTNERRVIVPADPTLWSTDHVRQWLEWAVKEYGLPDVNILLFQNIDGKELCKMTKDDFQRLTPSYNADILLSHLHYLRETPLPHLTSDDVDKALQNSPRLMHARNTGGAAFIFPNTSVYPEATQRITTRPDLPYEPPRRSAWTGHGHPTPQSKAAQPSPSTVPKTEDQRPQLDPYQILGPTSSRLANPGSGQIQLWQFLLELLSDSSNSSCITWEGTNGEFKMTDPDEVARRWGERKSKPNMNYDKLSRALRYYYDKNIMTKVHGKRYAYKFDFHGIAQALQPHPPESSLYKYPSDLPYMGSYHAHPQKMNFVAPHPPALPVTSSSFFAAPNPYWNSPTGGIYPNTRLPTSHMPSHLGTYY
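His-tagged ERG Ets domain (1 uM in the protein solution; 300mM KCl, 50mM Tris-HCl, 1mM EDTA, 1mM DTT, pH 7.5) received compound, then a probe mix of 5 nM fluorescein-DNA and 100nM Texas-615-DNA. Fluorescence polarization was read for both dyes.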
HP1b binding inh: blocks HP1-beta chromodomain binding to methylated histone tails | AID 540317 | AlphaScreen HP1-beta / biotin-H3K9me3 peptide binding | Potency, µM (highest dose often 114 µM), for inactives: at the top dose activity change, negative = inhibition, actives largely listed as inhibitors | P83916 | 0.56% of 390,000 active; further: potency means the concentration at half of the fitted maximal effect; nearly all actives have a fitted effect of over 70% in size; inactives centre near 23
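HP1-beta protein (50 nM final) preincubated 30 min at room temperature with biotinylated H3(1-18)K9me3 peptide (50 nM) in PBS pH 7.4, 0.01% Tween-20, then compound added for 30 min. AlphaScreen streptavidin donor/nickel chelate acceptor beads (10 ug/mL final), 30 min dark, luminescence read.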
BAZ2B inh: BAZ2B (human) inhibition | AID 504333 | AlphaScreen BAZ2B-H3K14Ac peptide displacement | 4.4% of 360,000 active | Q9UIF8 | Potency, µM (doses to about 114 µM), for inactives: at the top dose activity change, negative = inhibition, hits mostly inhibitors; further: potency means the concentration at half of the fitted maximal effect; on the % scale 0 is the no-effect control and ±100 the full control effect; nearly all actives have a fitted effect of over 60% in size
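BAZ2B 50 nM plus b-H3(5-23)K14Ac 50 nM, PBS pH 7.4/0.01% Tween-20, 30 min RT; compound added (max 110 uM), 30 min RT; streptavidin donor/Ni-chelate acceptor beads 10 ug/mL final, 20 min dark; AlphaScreen read.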
GLS inh: blocks human kidney-isoform glutaminase activity; AID 624170; Potency, µM (series often up to 45.5 µM), for inactives: at the top dose activity change, negative = inhibition, usual class: inhibitors; GLS enzymatic activity, qHTS titration; 0.21% of 410,000 active; further: potency means the concentration at half of the fitted maximal effect; on the % scale 0 is the no-effect control and ±100 the full control effect
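Read-out is an Amplex red fluorescence increase coupled through glutamate oxidase and HRP, measured before and after 30 min room-temperature incubation. hKGA is in 45 mM KH2PO4 (pH 8.2) with 0.02% Tween-20; glutamine added as 1mM solution.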
JMJD2A Tudor inh: inhibitors of human JMJD2A Tudor domain; O75164; AlphaScreen JMJD2A-Tudor / H3K4me3 peptide binding; Potency, µM (top dose mostly 114 µM), for inactives: at the top dose activity change, negative = inhibition, most hits filed as inhibitors; 4.4% of 390,000 active; AID 504339; further: potency means the concentration at half of the fitted maximal effect; on the % scale 0 is the no-effect control and ±100 the full control effect; nearly all actives have a fitted effect of over 50% in size
G9a inh: inhibitors of human histone lysine methyltransferase G9a; Q96KQ7; AID 504332; 8.8% of 350,000 active; G9a H3K9 monomethylation, AlphaScreen, 2 h; Potency, µM (doses to about 102 µM), without a hit: top-dose activity, negative = inhibition, actives largely listed as inhibitors; further: potency means the concentration at half of the fitted maximal effect; on the % scale 0 is the no-effect control and ±100 the full control effect; nearly all actives have a fitted effect of over 75% in size
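Readings reflect AlphaScreen signal from monomethyl-H3K9 antibody detection. HMT at 20 nM; substrate b-H3K9 500 nM; cofactor SAM 20 uM; 2 h RT reaction; compounds tested as titrations in qHTS with 15 min preincubation.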
PI4K2A inh: inhibitors of human PI4K2A; Q9BTU6; purified PI4K2A, ADP-Glo luminescence, 1 h; hits give low values; activity change, negative = inhibition, % at 76.9 µM; 0.13% of 420,000 active; AID 1346378; in the data active means activity change below about -50%; inconclusive means mostly about -30% to -49%;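 further: -100% = wells without enzyme as full effect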
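ADP-Glo luminescence measured ADP generated by PI4K2A enzyme (4 ug/mL before mixing) with 1.2 mM PI substrate (pre-mix) and 300 microM ATP (pre-mix). Tris pH7.5 buffer with MgCl2, Triton X-100; 1 h reaction at ambient temperature.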
Tb PGK inh: inhibitors of T. brucei phosphoglycerate kinase. 0.043% of 380,000 active. Potency, µM (titrated, usually from 57.5 µM), inactives show top-dose activity change, negative = inhibition, actives largely listed as inhibitors. P07378. AID 602233. PGK/GAPDH coupled, Kinase-Glo luminescence, 60 min; further: potency means the concentration at half of the fitted maximal effect; on the % scale 0 is the no-effect control and ±100 the full control effect; nearly all actives have a fitted effect of over 60% in size
Target sequence (P07378 whole entry, looked up): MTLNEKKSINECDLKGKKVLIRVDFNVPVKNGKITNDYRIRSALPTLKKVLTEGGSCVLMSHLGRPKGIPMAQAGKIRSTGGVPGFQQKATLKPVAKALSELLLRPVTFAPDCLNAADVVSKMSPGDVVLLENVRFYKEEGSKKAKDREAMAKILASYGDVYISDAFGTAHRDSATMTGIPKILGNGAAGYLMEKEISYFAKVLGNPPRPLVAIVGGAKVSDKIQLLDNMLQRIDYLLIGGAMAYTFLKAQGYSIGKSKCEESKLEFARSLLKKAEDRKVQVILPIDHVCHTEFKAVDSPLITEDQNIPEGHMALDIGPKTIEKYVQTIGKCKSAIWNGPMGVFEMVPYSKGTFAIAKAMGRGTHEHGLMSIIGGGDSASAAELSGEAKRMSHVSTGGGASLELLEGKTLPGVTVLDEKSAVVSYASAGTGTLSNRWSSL
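Luminescent ATP detection (Kinase-Glo Plus) follows a 60-minute room-temperature incubation, with wells lacking PGK as controls. Buffer: 100 mM TEA (pH 7.6), 5 mM MgCl2, 0.01% Tween-20. Coupling enzyme GAPDH (100 nM final) supplies unstable 1,3-BPG in-well.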
An asterisk follows results filed as active; i = inactive; ? = inconclusive; nt = not tested or not shown; & = joins results of further samples; [ ] = remark or other dose. Unless noted, the call rests on the fitted dose curve; in most records, active means well fitted curve in the direction sought with a large enough effect; inconclusive means small, poorly fitted or top-dose-only effect, or another doubt; inactive means no such curve, though single readings can be large; an effect the other way counts as inactive or inconclusive.

SMILES	Pin1 inhibitor	ERG Ets-DNA blk	HP1b binding inh	BAZ2B inh	GLS inh	JMJD2A Tudor inh	G9a inh	PI4K2A inh	Tb PGK inh
COc1cc(OC)cc(C(=O)NCC(=O)OCc2ccc(Cl)c(Cl)c2)c1	3%	11%	72%[activator]	14%	-3%	21%	-11%[12.7 µM]	-3	i
COc1ccc(-n2c(=O)c3ccc(C(=O)NCc4ccc(C)cc4)cc3n(Cc3ccc(Cl)cc3)c2=O)cc1	-5%	3%	47%[activator]	nt	5%	-1%	-48%[59 µM]	1	10%
Cc1cccc(C)c1NC(=S)N(CCN(C)C)C(C)c1cccnc1 (centres undefined)	-2%	6%	31%	-24%	-8%	-13%	-1%[59 µM]	7	-2%
c1ccc(-c2ccc3c(c2)NC(C2Nc4cc(-c5ccccc5)ccc4O2)O3)cc1 (centres undefined)	-19%	6%	33%	-15%	1%	-23%	7%	0	3%
COc1ccc(-c2cn3cccnc3n2)cc1NC(=O)C1CCCC1	1%	6%	15%	-6%	-5%	0%	-36%	-4	10%
CCOC(=O)CC1C(=O)NCCN1S(=O)(=O)c1cc(Cl)c(Cl)cc1Cl (centres undefined)	1%	-1%	35%	5%	-1%	-9%[57.1 µM]	-9%	-3	-1%
COc1ccc2[nH]c(=O)c(CN(C(=O)c3ccncc3)C(C)C)cc2c1	0%	6%	23%	10%	-2%	-4%	-3%[12.7 µM]	-13	-7%
COc1ccc(/C=N/NC(=O)CC(=O)NCc2cccnc2)cc1	-4%	-2%	29%	1%	-2%	7%	-11%[0.0925 µM]	2	1%
Cc1ccc(S(=O)(=O)NCC(=O)N(CC2CCCO2)C(C(=O)NCC2CCCO2)C(C)C)cc1 (centres undefined)	-7%	3%	18%	2%	-4%	8%	13%	-1	2%
CCCCn1c(N)c(N(CC(C)C)C(=O)c2cc(C)oc2C)c(=O)[nH]c1=O	0%	-11%	17%	-18%	-5%	-12%	?	0	-2%
Cc1ccc(S(=O)(=O)N2CCOCC2)cc1C(=O)OCCOc1cccc(Cl)c1	2%	-5%	53%[activator]	1%	0%	1%	33%	0	-5%
CCOC(=O)NNC(=O)CCn1c2c(c3ccccc31)CCCC2	-14%	12%	11%	?	25%	-21%	nt	-2	-9%
CC(=O)N1CCc2cc(S(=O)(=O)NC(CC(C)C)C(=O)NCc3ccccc3Cl)ccc21 (centres undefined)	-1%	0%	7%	nt	0%	-21%	4%[59 µM]	4	-6%
COc1ccc(-c2cn(Cc3ccc4c(c3)C(=O)c3ccccc3C4=O)nn2)cc1	-1%	4%	8%	?	1%	-31%	?	2	2%
CC(=O)c1ccc(NC(=O)CCNS(=O)(=O)c2cc(Br)cnc2N)cc1	-3%	1%	3%	-15%	7%	-8%	nt	-2	3%
O=C(NNC1CCN(Cc2ccccc2)CC1)c1ccccc1	3%	4%	30%	nt	-25%	-9%	nt	-3	1%
COc1ccc(NC(=O)c2ccco2)cc1NC(=O)c1ccc(C#N)cc1F	?	9%&4%	17%&46%	0%&12%	0%&-5%	-8%&-22%	74%[activator]	-4&0	2%&0%
CCOC(=O)C(=CNc1nc(-c2ccccc2)c(C(=O)Nc2ccc(-c3ccccc3)cc2)s1)C(=O)OCC	-1%	1%	30%	-16%	-2%	-15%	11%	4	-7%
CCCn1c(N)c(C(=O)COc2ccc(Br)cc2F)c(=O)n(C)c1=O	-1%	7%	30%	5%	0%	5%	55%[activator]	0	3%
CC(=O)N1CCCc2cc(S(=O)(=O)CCC(=O)N3CCN(c4cccc(C)c4)C(C)C3)ccc21 (centres undefined)	1%	8%	-25%	50µM*	10%	56µM*	50µM*	-2	-14%
COc1cc2c(cc1OC)C(C1C(=O)CC(C)(C)CC1=O)N(C(=O)CCl)CC2 (centres undefined)	nt	?	43%[activator]	-6%	6%	-12%	?	2	-10%
Cc1ccc(S(=O)(=O)CCC(=O)N2CCc3ccccc32)cc1	-8%	-2%	23%	-1%	0%	-14%	0%[59 µM]	-1	-2%
CC(NC(=O)CSc1nc2c(cc1C#N)CN(C)CC2)c1ccccc1 (centres undefined)	1%	-1%	24%	-14%	-3%	?	?	-7	9%
COC(=O)c1ccc(-c2ncc[nH]2)cc1	-2%	7%	35%	-12%	-19%	-10%	25%[59 µM]	0	-4%
O=C(CCNC(=O)c1ccc(Br)cc1)NCc1ccco1	-3%	-5%	13%	13%	-11%	-8%	11%[0.501 µM]	-1	-1%
C/C(=N\NC(=O)c1ccc(N(C)C)cc1)c1cccnc1	5%	6%	39%	?	10%	-18%	25µM*	-1	0%
CC(=O)c1ccc(N(CC(=O)NC2CCCC2)C(=O)CCC(=O)Nc2cc(C)on2)cc1	-10%	-2%	4%	-6%	5%	-11%	8%	3	0%
COc1cccc(C(=O)NCCS(=O)(=O)N2CC(C)CC(C)C2)c1 (centres undefined)	2%	nt	37%	-1%	4%	-6%	25µM*	0	1%
CCCn1nnnc1NCc1c(F)cccc1Cl	-1%	12%	-2%	-2%	44%[activator]	?	10%	0	nt
CN(C)S(=O)(=O)c1cccc(-c2nn(-c3ccccc3)cc2/C=C2\SC(=S)NC2=O)c1	-13%	3%	?	32µM*	7%	40µM*	40µM*	-7	?
COc1c(O)cccc1-c1nnn(CCC(=O)OCC(=O)c2ccccc2)n1	-12%	-1%	22%	5%	3%	-27%	-35%	1	0%
CCc1nn2c(=O)cc(COC(=O)c3ccc4c(c3)OCO4)nc2s1	-10%	2%	-14%	-25%	-7%	-26%	8%[59 µM]	-5	-4%
CCN(CC)Cc1cc(CC(C(N)=O)C(N)=O)ccc1OC	0%	0%	13%	6%	-16%	-13%	12%[59 µM]	2	-5%
CC(C)(C)NC(=O)CN(Cc1cccs1)C(=O)CN1C(=O)C(=O)c2ccccc21	2%	-9%	17%	-9%	5%	-11%	9%[59 µM]	3	-2%
CCOc1ccccc1N1CCN(C(=O)c2c(-c3c(F)cccc3Cl)noc2C)CC1	4%	-1%	13%	nt	-1%	-21%	nt	0	-1%
O=C(Cc1ccccc1)Nc1cc(-c2nc3cc(Cl)ccc3o2)ccc1Cl	43%[activator]	-6%	48%[activator]	-13%	1%	2%	-2%[59 µM]	-1	2%
CC(C)=CCN1CCN(Cc2cc3ccccc3[nH]2)CC1CCO (centres undefined)	2%	2%	18%	2%	10%	-12%	22%	1	-7%
COc1ccccc1NS(=O)(=O)c1ccc(N2CCOCC2)c(NC(=O)c2ccco2)c1	0%	-1%	-4%	nt	-16%	-14%	-32%	2	4%
COc1cccc(NC(=S)N2c3ccccc3CC2C)c1 (centres undefined)	-2%	5%	27%	?	9%	-16%	nt	6	-3%
Cc1nonc1OC(C)CNCCNc1ccc([N+](=O)[O-])cc1 (centres undefined)	56%[activator]	0%	6%	-21%	10%	-19%	?	0	24%
Cc1nc(N2CCOCC2)c(C#N)c2c1COC(C)(C)C2	-1%	-8%	43%[activator]	2%	-6%	-1%	-4%[59 µM]	-2	i
O=C(NC(=S)Nc1ccccc1CO)C1CCCCC1	-4%	3%	-16%	nt	-7%	-24%	nt	-2	-1%
O=C(CCN1CCc2ccccc2C1)Nc1ccc(F)cc1	6%	11%	19%	2%	10%	?	?	7	-3%
Cc1ccccc1Nc1nc(=O)c2cc([N+](=O)[O-])ccc2s1	-2%	-7%	8%	21%	11%	-8%	35µM*	6	-7%
CCCCC(=O)Nc1cc(-c2nc3ccccc3o2)ccc1OC	31%[activator]	-3%	27%	4%	-1%	-11%	2%[59 µM]	-3	0%
CC(C)NC(=S)NC(=O)/C=C/c1cccc2ccccc12	1%	-2%	21%	-4%	14%	-21%	-13%[59 µM]	2	-5%
Cc1ccc(P(C)(=O)c2ccc(C)cc2)cc1	1%	5%	55%	-4%	-12%	7%	2%	13	i
COc1ccc(CNC(=O)c2c(F)c(F)c(F)c(F)c2F)cc1	-3%	-7%	49%[activator]	-9%	4%	-5%	-3%[59 µM]	2	0%
Cc1ccn2c(NCc3ccc4c(c3)OCO4)c(-c3ccc(O)cc3)nc2c1	-4%	-3%	14%	3%	2%	-2%	11%[59 µM]	2	0%
N#CC1=C(N)Oc2c(ccc3ccccc23)C1c1cccs1 (centres undefined)	?	4%	-5%	?	-2%	-30%	7.1µM*	5	-4%
CC(C)CN1CCN(CC#Cc2ccccc2)CC1CCO (centres undefined)	2%	2%	33%	2%	6%	-11%	12%[0.501 µM]	-3	-6%
O=c1[nH]c2ccc(NS(=O)(=O)c3ccc(F)cc3)cc2s1	?	0%	11%[57 µM]	3%	2%	-16%	12%[59 µM]	1	-13%
